Compound activity (PubChem BioAssay)
KinaseGlo FLuc – Counterscreen for Luciferase (Kinase-Glo TM) Inhibition | 200,000 tested, 0.28% active | Luciferin 4-monooxygenase (Photuris pensylvanica), Q27757 | Kinase-Glo luciferase, ATP luminescence, 8 min | Potency, µM (series often up to 38.3 µM), for inactives: at the top dose activity change, negative = inhibition, hits mostly inhibitors; further: potency means the concentration at half of the fitted maximal effect; on the % scale 0 is the no-effect control and ±100 the full control effect; nearly all actives have a fitted effect of over 60% in size
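Compounds were added to a substrate mix at pH 7.2 (50 mM imidazole, 10 uM ATP, within the enzyme's linear range), followed by Kinase-Glo detection reagent; luminescence was measured after 8 minutes at ambient temperature.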
Lamin A splicing – qHTS Assay for Modulators of Lamin A Splicing; HeLa LMNA splicing GFP/RFP minigene ratio, 48 h; Potency, µM (titrated, usually from 46.1 µM), inactives show top-dose ratio change, negative = inhibition, actives largely listed as inhibitors; 200,000 tested, 0.01% active; AID 1487, 2009; active means well fitted inhibition curve with a large enough effect in the signal ratio, with a control signal flat, not every such curve was filed as active; inconclusive means small, poorly fitted or top-dose-only effect, or effect the other way, or a change in a side signal; the % refers to the signal ratio; further: potency means the concentration at half of the fitted maximal effect; on the % scale 0 is the no-effect control and ±100 the full control effect
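S3 HeLa cells stably expressing lamin A-EGFP splicing minigene plus DsRed2, 600 cells/well, 48 h compound exposure at 37C. Laser-scanning cytometry; analysed as GFP (500-530 nm)/RFP (575-640 nm) total intensity ratio; 0.5% DMSO vehicle.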
Epigenetic reg – Quantitative High-Throughput Screen for Regulators of Epigenetic Control | murine LDR cells, GFP reporter derepression, 30 h | Potency, µM (titrated, usually from 53.9 µM), for inactives: at the top dose GFP activation, most hits filed as activators | 280,000 tested, 0.2% active | AID 1865, 2009; further: potency means the concentration at half of the fitted maximal effect; % of control where 0% means no effect; nearly all actives have a fitted effect of over 60% in size
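In this reporter-derepression format, murine cells bearing a silenced integrated CMV-GFP locus incubate with test compound (30 h, 37 C), then are washed and imaged; fluorescent objects of 20–120 um count as induced cells.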
HTT aggregate – qHTS Multiplex Assay to Identify Dual Action Probes in a Cell Model of Huntington: Aggregate Formation (GFP); PC12 HttQ103-GFP aggregates, Acumen cytometry, 40 h; Potency, µM (titrated, usually from 46.1 µM), inactives show at the highest dose activity change, negative = inhibition, hits mostly inhibitors; AID 1688, 2009; 220,000 tested, 1.1% active; further: potency means the concentration at half of the fitted maximal effect; on the % scale 0 is the no-effect control and ±100 the full control effect; nearly all actives have a fitted effect of over 60% in size
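Read-out: GFP aggregate count by laser scanning cytometer (488 nm excitation, 500-530 nm emission, 1–25 µm objects >6 SD above background). Cells: PC12, inducible HTTex1-Q103-GFP, 100 nM tebufenozide; compounds titrated.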
NPSR antagonist – qHTS Assay for Antagonists of the Neuropeptide S Receptor: cAMP Signal Transduction. Q6W5P4. CHO-NPSR cells, cAMP TR-FRET, antagonist mode. Potency, µM (top dose mostly 38.3 µM), inactives show top-dose activity change, negative = inhibition, usual class: inhibitors. 220,000 tested, 1% active; further: potency means the concentration at half of the fitted maximal effect; on the % scale 0 is the no-effect control and ±100 the full control effect; nearly all actives have a fitted effect of over 50% in size; many of its hits are not listed in these tables
Target sequence (Q6W5P4 whole entry, looked up): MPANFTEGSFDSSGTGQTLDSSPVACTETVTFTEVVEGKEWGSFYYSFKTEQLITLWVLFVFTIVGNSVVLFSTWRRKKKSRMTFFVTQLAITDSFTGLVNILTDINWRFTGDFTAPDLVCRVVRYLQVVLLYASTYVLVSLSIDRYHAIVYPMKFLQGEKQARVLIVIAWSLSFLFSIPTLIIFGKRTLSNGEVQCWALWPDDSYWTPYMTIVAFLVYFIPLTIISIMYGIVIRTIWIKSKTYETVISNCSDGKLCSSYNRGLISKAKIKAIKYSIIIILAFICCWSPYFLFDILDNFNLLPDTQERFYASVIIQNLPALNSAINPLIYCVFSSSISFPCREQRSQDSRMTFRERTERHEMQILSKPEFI
IMPase Li cell – qHTS Assay for Identifying the Cell-Membrane Permeable IMPase Inhibitors: Potentiation with Lithium. CHO-M1 cells, IP1 TR-FRET (IP-One), carbachol + lithium. Potency, µM (doses to about 59.4 µM), without a hit: top-dose activity, negative = IMPase inhibition, hits mostly inhibitors. 210,000 tested, 0.35% active;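 further: IP1 builds up when IMPase is blocked and the TR-FRET signal falls; potency means the concentration at half of the fitted maximal effect; plate controls were basal vehicle for no effect and high inhibitor control for full effect; nearly all actives have a fitted effect of over 50% in size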
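CHO cells stably expressing M1 receptor (2000/well, cultured 16–30 h) treated 30 min at 37C with compound plus low lithium. Cytosolic IP1 by TR-FRET (665/620 ratio and 620 channel) after 10 min lysis; AC50 by Hill fit.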
CBFb RUNX1 block – qHTS Assay for Compounds Blocking the Interaction Between CBF-beta and RUNX1 for the Treatment of Acute Myeloid Leukemia. Runt-related transcription factor 1 (Homo sapiens) + Core-binding factor subunit beta …. AlphaScreen CBFb-His/RUNX1-biotin binding, biochemical. Potency, µM (top dose mostly 59.8 µM), without a hit: top-dose activity, negative = inhibition, hits mostly inhibitors. 230,000 tested, under 10 active; further: % of control where 0% means no effect
Target sequence (Q01196 whole entry, looked up): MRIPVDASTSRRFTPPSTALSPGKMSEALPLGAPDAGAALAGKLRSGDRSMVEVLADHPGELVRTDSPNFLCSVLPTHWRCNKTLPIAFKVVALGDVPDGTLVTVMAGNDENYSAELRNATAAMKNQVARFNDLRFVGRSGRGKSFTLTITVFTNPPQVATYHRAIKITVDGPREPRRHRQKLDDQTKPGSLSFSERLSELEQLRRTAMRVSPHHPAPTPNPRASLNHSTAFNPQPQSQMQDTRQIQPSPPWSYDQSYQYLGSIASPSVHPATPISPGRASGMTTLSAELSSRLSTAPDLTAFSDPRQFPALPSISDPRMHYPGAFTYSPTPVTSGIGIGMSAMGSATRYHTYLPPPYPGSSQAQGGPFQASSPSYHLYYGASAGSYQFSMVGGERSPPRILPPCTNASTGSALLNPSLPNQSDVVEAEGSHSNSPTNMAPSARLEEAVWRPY
Target sequence (Q13951 whole entry, looked up): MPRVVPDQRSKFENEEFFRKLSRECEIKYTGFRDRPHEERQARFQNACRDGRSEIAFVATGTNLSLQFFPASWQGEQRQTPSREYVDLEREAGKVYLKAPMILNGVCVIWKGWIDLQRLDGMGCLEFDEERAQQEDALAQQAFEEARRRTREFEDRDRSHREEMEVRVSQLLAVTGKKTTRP
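AlphaScreen proximity signal reports loss of binding between His-tagged CBF-beta and biotin-labelled RUNX1, each at 30 nM. Proteins are pre-associated for 20 minutes, compounds added for 15 minutes, then beads for 90 minutes, all at ambient temperature.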
Numbers without * were called inactive; ? = inconclusive; nt = no result given; & = joins results of further samples; [ ] = another dose, or the depositor's remark. Unless noted, the call rests on the fitted dose curve; in most records, active means well fitted curve in the direction sought with a large enough effect; inconclusive means small, poorly fitted or top-dose-only effect, or another doubt; inactive means no such curve, though single readings can be large; an effect the other way counts as inactive or inconclusive. These rows are one share of the data. The share of hits here may be higher or lower than overall.

SMILES	KinaseGlo FLuc	Lamin A splicing	Epigenetic reg	HTT aggregate	NPSR antagonist	IMPase Li cell	CBFb RUNX1 block
Cc1nnc(SCC(=O)N2CCN(S(=O)(=O)c3ccccc3)CC2)[nH]c1=O	-2%	-9%	0.0%	0%	-3%[46.1 µM]	9%	20%
CCCNc1nc2c(c(=O)n(C)c(=O)n2C)n1CCC(C)C	11%	?	-0.7%	-5%	-9%[46.1 µM]	7%[38.3 µM]	6%
COC(=O)CSc1nnc(CNC(=O)c2ccc(OC)c(OC)c2)n1C	1%	-17%[46 µM]	0.5%	22%	5%	-7%	?
C[C@@](O)(/C=C/[C@H]1CC=CC(=O)O1)[C@@H](C[C@@H](O)\C=C/C=C\C=C\CO)OP(=O)(O)O	2%[39.9 µM]	nt	-1.7%[10.1 µM]	nt	nt	6%	-4%[13.1 µM]
Cc1ccccc1-c1nnc(SCC#N)o1	-4%	1%[46 µM]	-1.1%	9%[9.22 µM]	1%	3%	0%
Cc1c(Cl)cccc1NC(=S)N/N=C/c1ccccc1Cl	nt	nt	2.1%	-24%[9.22 µM]	-17%	nt	4%
Cc1ccccc1OCC(=O)Nc1ccc2c(c1)COC2=O	2%	-4%	-1.0%	-1%	-1%[46.1 µM]	23%[38.3 µM]	5%
COc1cc(OC)c(C(=O)Nc2cccc(C(C)=O)c2)cc1OC	-8%	-4%	0.7%	17%	-10%[46.1 µM]	11%[38.3 µM]	-1%
O=C(Nc1ccn(Cc2ccccc2)n1)c1ccc2c(c1)OCO2	-1%	-3%[46 µM]	1.3%	5%	7%	3%	2%
O=C(NCCCCNC(=O)c1cccnc1)c1cccnc1	4%	-5%	0.0%	-10%	-8%[46.1 µM]	30%[38.3 µM]	11%
Cc1ccc(S(=O)(=O)/N=C(\c2ccccc2)N(C)S(=O)(=O)c2ccc(C)cc2)cc1	-1%	0%	0.0%	4%	-17%[46.1 µM]	13%[38.3 µM]	-1%
Oc1ccccc1C=NC(c1ccccc1)C(O)c1ccccc1 (stereo not drawn)	-1%	5%	-1.9%	12%	3%	-4%	-2%
C/C(=N/NC(=O)c1ccco1)c1ccc(NC(=O)c2ccc(F)cc2)cc1	-1%	?	-4.8%	6%	4%	-6%	-5%
COc1ccc(C2(CNC(=O)C(c3ccccc3)c3ccccc3)CCOCC2)cc1OC	0%	-7%	4.7%	17%	-15%[46.1 µM]	2%	7%
CCOc1cc(NC(=S)NC)c(OCC)cc1NC(=O)c1ccc(OC)cc1	-1%	?	1.1%	10%[9.22 µM]	15%	7%	-4%
CN(CC(=O)NCc1ccncc1)S(=O)(=O)c1ccc(Cl)cc1	1%	13%[46 µM]	4.6%	10%	4%	4%	16%
C/C=C(\C)CN1CCN(c2cccc(C)c2C)CC1	2%	0%	-0.8%	18%	-8%[46.1 µM]	9%[38.3 µM]	-5%
COc1ccc(NC(=S)N2CCN(CCN=CC3=C(O)CC(c4ccccc4)CC3=O)CC2)cc1 (stereo not drawn)	4%	5%	0.0%	19%	4%	-6%	-4%
O=C(CSc1ccc(-c2cccs2)nn1)N1CCCCCC1	-1%	-5%	1.1%	1%	2%	-2%	3%
COc1ccc(C)cc1NC(=O)CN(C)S(=O)(=O)c1cnc[nH]1	-5%	1%	0.1%	0%	3%[46.1 µM]	22%[38.3 µM]	-1%

Exported with values under each structure: 3 of the compounds above.
Sequence of screens – KinaseGlo FLuc	Lamin A splicing	Epigenetic reg	HTT aggregate	NPSR antagonist	IMPase Li cell	CBFb RUNX1 block
Cc1ccc(S(=O)(=O)/N=C(\c2ccccc2)N(C)S(=O)(=O)c2ccc(C)cc2)cc1
 : -1%	0%	0.0%	4%	-17%[46.1 µM]	13%[38.3 µM]	-1%
Oc1ccccc1C=NC(c1ccccc1)C(O)c1ccccc1 (stereo not drawn)
 : -1%	5%	-1.9%	12%	3%	-4%	-2%
C/C(=N/NC(=O)c1ccco1)c1ccc(NC(=O)c2ccc(F)cc2)cc1
 : -1%	?	-4.8%	6%	4%	-6%	-5%

More compounds follow.
SMILES	KinaseGlo FLuc	Lamin A splicing	Epigenetic reg	HTT aggregate	NPSR antagonist	IMPase Li cell	CBFb RUNX1 block
O=C(Nc1ccno1)Nc1ccc(Cl)cc1Cl	nt	nt	0.5%	9%[9.22 µM]	-9%	nt	-1%
Cc1cccc(C)c1NC(=O)COn1nnc2ccc(C(F)(F)F)cc21	-1%	9%	-3.8%	-15%	-2%	4%	6%
O=C(c1cccs1)N1CCN(Cc2ccccc2)CC1	-3%	-5%	-1.0%	?	8%	-2%	7%
O=C(CCCOc1ccc(Cl)cc1)Nc1nncs1	-5%	5%	0.0%	9%	?	0%[38.3 µM]	-2%
CN(C(=O)C1CCC1C(=O)O)c1nc(-c2ccc(Cl)s2)cs1 (stereo not drawn)	nt	-2%[46 µM]	0.0%	6%[9.22 µM]	19%	nt	?
Cc1ccc(C)c2[nH]c(=O)c(CCNC(=O)c3ccco3)cc12	1%	?	0.1%	6%	9%	-7%	10%
CCCCN(CC)CCOc1cccc2ccccc12	nt	nt	0.0%	nt	nt	-3%	-6%
COc1cc(OC)cc(-c2cc(N)n(S(=O)(=O)Cc3ccccc3)n2)c1	-3%	-4%	-1.0%	-2%	-18%[46.1 µM]	-2%[38.3 µM]	3%
COc1ccc(CCNC(=O)C(=O)Nc2ccc3nc4n(c(=O)c3c2)CCCCC4)cc1OC	nt	nt	3.1%	5%[9.22 µM]	-4%	nt	4%
Cc1ccc(NC(=O)CSc2nc(N)cc(=O)[nH]2)cc1Cl	0%	-20%[46 µM]	-0.4%	8%	7%	4%	-23%
O=C(c1ccco1)c1nnn(Cc2ccccc2)c1-c1ccccc1	-2%	5%	-0.7%	-22%	-23%[46.1 µM]	6%[38.3 µM]	8%
C=CCn1cnc2c(nnn2-c2ccc(Cl)cc2)c1=O	-1%	-2%[46 µM]	-1.2%	3%	-6%	-4%	1%
O=C(Nc1ccc(N2CCCCC2)c(Cl)c1)c1ccc2c(c1)OCCO2	-3%	?	2.9%	?	-23%[46.1 µM]	41%[38.3 µM]	-1%
Cc1ccc(-c2ccc(C(=O)NCc3ccc(Cl)cc3)o2)c2ccccc12	-1%	-9%	1.2%	?	-11%	1%	8%[2.36 µM]
CCN(CC)C(=O)CSc1nnc(-c2ccc(O)cc2)n1CC1CCCO1 (stereo not drawn)	1%	0%	0.0%	-7%	-3%[46.1 µM]	-1%[38.3 µM]	2%
Cc1cc(C=O)c(C)n1-c1ccc(Oc2ccc([N+](=O)[O-])cn2)cc1	1%	?	1.0%	22µM*	-15%	24%	-6%
CC(=O)Nc1nc(C)c(CCC2OCCO2)c(=O)[nH]1	nt	nt	-1.1%	2%[9.22 µM]	29%	nt	11%
OCC1NCC(O)C(O)C1O (stereo not drawn)	0%	-8%	-0.2%	nt	3%[46.1 µM]	4%	-10%
CC(C)CNC(=O)N1c2ccccc2Sc2ccccc21	nt	nt	1.2%	-6%[9.22 µM]	29%	nt	-1%
CCOC(=O)C1=C(O)/C(=C/c2cc(OC)c(OC)c(OC)c2)N=C1C	0%	-12%	2.9%	18%	?	27%[38.3 µM]	2%
C=C(C)COc1ccc(-c2[nH]ncc2Oc2ccccc2OC)c(O)c1	-2%	?	2.7%	-8%	?	5%[38.3 µM]	-3%
CCn1c(CC(=O)Nc2ccc(C)cc2)nnc1SCC(=O)NCCc1ccccc1	1%	-3%	0.0%	3%	-8%[46.1 µM]	-3%[38.3 µM]	7%
Cc1ccc(S(=O)(=O)N(CC(=O)Nc2cccc(N(C)S(C)(=O)=O)c2)c2ccc(Cl)c(Cl)c2)cc1	1%	-8%	2.6%	?	?	22%[38.3 µM]	-8%
CC(=O)NC1CC2CCC(C1)N2Cc1ccc(C)cc1 (stereo not drawn)	-1%	-10%	-1.1%	11%	1%[46.1 µM]	0%[38.3 µM]	4%
Cc1csc(SCC(=O)Nc2sccc2C(N)=O)n1	-15%	9%[46 µM]	-0.2%	-6%	3%	4%	11%
COc1ccc(OC)c2c1sc(=NC(=O)C1COc3ccccc3O1)n2C (stereo not drawn)	nt	nt	-2.3%	27%[9.22 µM]	?	nt	2%
COC(=O)[C@@H]1C2CC3c4[nH]c5cc(OC)ccc5c4CCN3CC2C[C@H](OC(=O)c2cc(OC)c(OC)c(OC)c2)C1OC (stereo partly drawn)	1%	nt	?	nt	nt	-7%	?
N=C1C(c2nc(-c3ccc(F)cc3)cs2)=C(O)CN1CCCN1CCOCC1	4%	-1%	-1.1%	-8%	-10%[46.1 µM]	-10%[38.3 µM]	-8%
CCOC(=O)C1(CCc2ccccc2)CCN(C(=O)CN2CCOC2=O)CC1	-7%	nt	5.6%	-1%[9.22 µM]	-18%	-9%	1%
CCC1CSC(Nc2ccc(C(=O)/C=C/c3ccc(Oc4ccccc4)cc3)cc2)=N1 (stereo not drawn)	-4%	?	?	-23%	-59%	6%	-4%
COC(=O)c1ccc(CSc2nc3ccccc3c(=O)n2-c2cccc(OC)c2)o1	12%	5%	0.9%	-13%	-4%[7.67 µM]	2%[38.3 µM]	7%
O=C(c1ccc2c(c1)N(Cc1ccc(F)cc1)C(=O)c1ccccc1S2(=O)=O)N1CCN(c2ccccn2)CC1	0%	nt	1.3%&0.0%	10%	-39%	10%	-19%
COc1ccccc1C(=O)Nc1ccccc1C(=O)N1CCCC1	8%	6%	-0.8%	0%	-7%[46.1 µM]	4%[38.3 µM]	4%
O=C(NCc1ccc2c(c1)OCO2)c1ccc(CSCc2ccc(Cl)cc2)o1	2%	?	-0.8%	-1%	-9%	8%	-4%
O=C(NO)c1ccccc1C(F)(F)F	1%	?	-2.1%	-13%	15%	8%	20%
CS(=O)(=O)N1CCCC(C(=O)NCc2ccc(F)cc2)C1 (stereo not drawn)	-1%	-4%	0.0%	-14%	-1%[46.1 µM]	-3%[38.3 µM]	2%
CCOC(=O)c1ccc(N2Cc3ccccc3C2=NC(=O)c2ccncc2)cc1	nt	nt	0.0%	0%	-17%	-4%	9%
CNC(=O)/C(C#N)=C1\SC(Cc2ccc(F)cc2)C(=O)N1c1ccccc1C (stereo not drawn)	nt	nt	0.1%	-15%[9.22 µM]	-6%	nt	3%
